CHRM5 agonist = CHRM5 agonism in calcium assay. AID 624037. activation, % at 3 µM. CHO-K1 hM5 cells, Fluo-8 calcium fluorescence; 0% DMSO wells, 100% maximal acetylcholine response. 360,000 compounds, 0.19% hits. P08912;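 active means activation above the run's mean over test compounds plus 3 SD, cut at about 23% in these data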;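 further: signal is peak over basal fluorescence ratio across the kinetic read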
M4 antag = antagonists of human muscarinic M4 receptor (CHRM4); P08173; CHO-hM4 cells, ACh EC80, Fluo-8 calcium fluorescence; inhibition, % at 3 µM; 360,000 compounds, 0.73% hits; AID 624125;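 active means inhibition above its plate's cutoff, the mean inhibition of sample wells plus 3 SD, cut at about 27% in these data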;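 further: 0% = acetylcholine EC80 with DMSO and 100% = DMSO without agonist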
Target sequence (P08173 whole entry, looked up): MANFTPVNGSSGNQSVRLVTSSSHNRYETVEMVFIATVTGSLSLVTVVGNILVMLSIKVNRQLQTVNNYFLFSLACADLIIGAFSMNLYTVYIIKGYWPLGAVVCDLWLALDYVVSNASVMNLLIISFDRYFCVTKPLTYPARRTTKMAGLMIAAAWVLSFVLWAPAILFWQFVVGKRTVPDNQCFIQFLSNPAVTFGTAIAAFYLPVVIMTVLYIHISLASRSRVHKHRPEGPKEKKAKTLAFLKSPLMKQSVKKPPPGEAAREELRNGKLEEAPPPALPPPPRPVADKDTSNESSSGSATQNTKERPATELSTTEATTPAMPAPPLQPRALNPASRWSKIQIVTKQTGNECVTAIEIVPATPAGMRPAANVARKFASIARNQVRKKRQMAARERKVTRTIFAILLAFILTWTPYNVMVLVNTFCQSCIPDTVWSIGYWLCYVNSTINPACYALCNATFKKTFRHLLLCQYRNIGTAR
CRFBP-R2 agonist = agonists of human CRF-binding protein/CRF-R2 receptor complex; HEK293 CRF-R2/CRF-BP, calcium dye fluorescence (FLIPR); percent of saturating CRF peptide response; activation, % at 13.2 µM; 350,000 compounds, 0.46% hits; AID 588473;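 active means activation of at least 50%, plus an integration ratio under a set limit after plate pattern correction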;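 further: plate controls were neutral control wells without compound for no effect and CRF at EC100 for full effect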
CHRM5 PAM = positive allosteric modulators of human muscarinic M5 receptor. P08912. CHO-K1 hM5, Fluo-8 calcium, ACh EC20 PAM; 0% = ACh EC20, 100% = ACh EC100. activation, % at 3 µM. 360,000 compounds, 0.3% hits. AID 624038;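 active means activation above the run cutoff, the mean activation of all test compounds plus 3 SD, cut at about 18% in these data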
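system = human M5 receptor in CHO-K1 cells | reagent = EC20 acetylcholine as agonist stimulus | compound dosing = single-point, 3 µM nominal | incubation = Fluo-8 loading 80 min at 37 °C plus 30 min room temperature | detection = Fluo-8 calcium dye fluorescence, kinetic read | benchmarks = low control EC20 acetylcholine (0%), high control EC100 acetylcholine (100%)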
CHRM1 PAM = human CHRM1 positive allosteric modulation; P11229; CHO-K1 hM1, Fluo-8 calcium fluorescence, ACh EC20; 0% = ACh EC20, 100% = maximal ACh; activation, % at 3 µM; 360,000 compounds, 0.088% hits; AID 588819; in the data active means activation above about 19%, passing the limit was not always enough
Target sequence (P11229 whole entry, looked up): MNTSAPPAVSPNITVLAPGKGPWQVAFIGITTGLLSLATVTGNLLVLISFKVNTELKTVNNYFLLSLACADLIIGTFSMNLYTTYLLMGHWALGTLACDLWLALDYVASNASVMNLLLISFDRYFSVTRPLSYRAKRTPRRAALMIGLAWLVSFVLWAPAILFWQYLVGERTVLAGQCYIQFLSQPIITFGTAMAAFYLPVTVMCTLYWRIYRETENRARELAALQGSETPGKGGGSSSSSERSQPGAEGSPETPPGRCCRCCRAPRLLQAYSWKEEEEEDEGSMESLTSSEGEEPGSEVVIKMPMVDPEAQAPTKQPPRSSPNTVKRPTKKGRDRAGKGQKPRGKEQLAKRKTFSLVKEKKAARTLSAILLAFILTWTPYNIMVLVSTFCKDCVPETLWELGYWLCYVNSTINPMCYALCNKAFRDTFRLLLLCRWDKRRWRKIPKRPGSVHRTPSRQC
CHRM4 PAM = potentiates acetylcholine response at human M4 receptor; P08173; CHO-K1 hM4/Gqi5, Fluo-8 calcium fluorescence, ACh EC20; 0% = ACh EC20, 100% = maximal ACh; activation, % at 3 µM; 360,000 compounds, 0.4% hits;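 active means activation above its plate's cutoff, the mean activation of sample wells plus 3 SD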; further: some results filed as inactive read as strong as hits
CHRM4 agonist = CHRM4 agonism in calcium assay; P08173; CHO-K1 hM4/Gqi5, Fluo-8 calcium fluorescence; vehicle 0%, full acetylcholine response 100%; activation, % at 3 µM; 360,000 compounds, 0.14% hits; AID 624127;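 active means activation above the run mean over all test wells plus 3 SD, cut at about 32% in these data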;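 further: peak over basal fluorescence ratio per well then scaled between controls; 0% = DMSO wells and 100% = acetylcholine at EC100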
CHRM5 antagonist = antagonists of human muscarinic M5 receptor (CHRM5); CHO-hM5 cells, Fluo-8 calcium fluorescence, ACh EC80; inhibition, % at 3 µM; 360,000 compounds, 0.59% hits; AID 624040;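 active means inhibition above a per-plate cutoff, the mean of that plate's test compounds plus 3 SD, cut at about 27% in these data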;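 further: 0% = acetylcholine EC80 with DMSO and 100% = DMSO without agonist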
CRFBP-R2 block = antagonists of CRF-binding protein/CRF-R2 receptor complex; HEK293 CRF-R2/CRF-BP, CRF-induced calcium fluorescence; inhibition, % at 11.8 µM; 350,000 compounds, 0.59% hits; AID 588475;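 active means inhibition of the ligand-induced calcium signal above about 50% at the single tested concentration, limit read from the data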
Starred values were filed as active, the others as inactive; / = not tested or not shown. No enrichment for hits. Share with any hit: about 2.6%.

SMILES | CHRM5 agonist | M4 antag | CRFBP-R2 agonist | CHRM5 PAM | CHRM1 PAM | CHRM4 PAM | CHRM4 agonist | CHRM5 antagonist | CRFBP-R2 block
COCCCNC(=S)Nc1ccc2nc(N3CCOCC3)cc(C)c2c1 | -0.5 | -1.8 | -0.8 | 0.9 | 2.0 | -6.1 | 1.4 | 10.4 | -7.9
Cc1ccc(NC(=O)C2(c3cccs3)CCOCC2)cc1C | -2.5 | 10.3 | 0.1 | -2.3 | 10.8 | -4.2 | -0.9 | 0.9 | 2.9
CCOc1ccccc1C(=O)NC1CC2CCCC(C1)N2C1CC1 (configuration not stated) | -4.5 | 2.4 | -1.7 | 6.7 | 7.4 | 2.5 | 0.3 | -1.7 | -3.6
CCCn1c(N)c(N(CCOC)C(=O)c2c(CC)noc2C)c(=O)[nH]c1=O | 1.7 | -0.4 | -0.6 | 3.0 | -0.9 | 3.0 | 0.9 | 2.6 | -4.0
CCOc1ccc(NC(=O)COC(=O)c2cc(=O)c3ccccc3o2)cc1 | 0.2 | -6.4 | -0.3 | 11.6 | 15.7 | 10.8 | -0.7 | -1.9 | 38.8
CC(CC(=O)N1CCN(c2cccc(Cl)c2)CC1)S(=O)(=O)c1ccc2c(c1)NC(=O)CO2 (configuration not stated) | -3.0 | -7.6 | 1.1 | -3.9 | -21.2 | -2.2 | 6.0 | 9.5 | -10.5
COc1cc(/C=C/CNC[C@H]2O[C@@H](n3cnc4c(=O)[nH]c(N)nc43)[C@H](O)[C@@H]2O)ccc1O | -1.5 | -27.2 | / | -3.7 | 3.1 | 6.2 | 1.8 | -10.8 | /
COC(=O)Cn1nc(-c2ccc(C)c(S(=O)(=O)N(C)C)c2)c2ccccc2c1=O | 4.0 | -0.8 | 0.0 | 2.3 | 6.5 | 18.2 | 1.4 | 2.9 | 14.1
Cc1cc(N2C(=O)NC(=O)CC2C)c(C)cc1C(C)C (configuration not stated) | 1.1 | -0.2 | 0.7 | 1.3 | 4.5 | -3.4 | 0.5 | -5.0 | -13.3
O=C(Cn1cnc2c(nnn2Cc2ccc(Cl)cc2)c1=O)c1ccccc1 | 1.3 | -3.2 | 2.5 | -10.6 | -9.4 | -5.2 | 1.4 | -0.4 | -13.6
COc1ccc(-c2noc(-c3ccccc3C(=O)N3CCOCC3)n2)cc1 | -1.7 | -19.3 | 0.0 | -2.6 | 1.2 | 0.2 | 7.6 | -6.0 | -25.4
COc1ccc(NC(=O)N(C)C[C@H]2OCc3cnnn3CCCC(=O)N([C@@H](C)CO)C[C@H]2C)c(OC)c1 | 1.1 | -1.7 | 0.1 | 3.9 | 1.7 | 7.3 | 0.0 | -5.2 | -3.9
C[C@H](CO)N1C[C@H](C)[C@H](CN(C)Cc2ccncc2)OCc2ccccc2-c2c(n(C)c3ccccc23)C1=O | 0.0 | -11.6 | -0.6 | 4.3 | 0.9 | 2.6 | 1.3 | 1.4 | -18.5
O=C(NCCN1CCOCC1)c1nn2c(c1Cl)NC(c1ccccc1)CC2C(F)(F)F (configuration not stated) | 0.5 | -9.2 | -1.5 | -2.2 | 10.9 | 9.8 | 1.2 | -2.4 | -23.9
CCOC(=O)c1sc(NC(=O)CSc2nnc(-c3ccco3)n2CC)c(C(=O)OCC)c1C | 0.7 | -7.0 | 1.8 | 10.4 | -9.7 | 1.8 | 4.6 | -6.1 | 14.0
NC(=O)CNc1ncc(C(F)(F)F)cc1Cl | -0.1 | -1.0 | 2.1 | -8.3 | 9.9 | -0.4 | 0.8 | 1.5 | 37.9
Cc1ccc(C(=O)Nc2nc(=O)n(C(=O)c3ccccc3C)s2)cc1 | 0.7 | -6.3 | -2.2 | 0.3 | 7.4 | 8.4 | -0.2 | 14.0 | 14.3
Cc1nnc(NC(=O)C2CCN(S(=O)(=O)c3ccc(Cl)cc3)CC2)s1 | 4.1 | -13.8 | 1.7 | 4.4 | 7.8 | 1.6 | 1.7 | 2.1 | 9.4
N#Cc1sc2nc(-c3cccs3)cc(-c3ccccc3)c2c1N | 0.2 | -2.1 | 1.3 | -6.4 | -1.3 | 13.4 | 0.9 | 8.5 | -43.1
Cc1ccc(S(=O)(=O)Nc2nc3cc(C)c(C)cc3[nH]2)cc1 | -0.6 | 2.3 | -3.8 | -0.5 | 9.4 | 1.4 | 4.0 | 2.7 | -6.9

Four of these compounds in another layout.
SMILES	CHRM5 agonist	M4 antag	CRFBP-R2 agonist	CHRM5 PAM	CHRM1 PAM	CHRM4 PAM	CHRM4 agonist	CHRM5 antagonist	CRFBP-R2 block
CCOc1ccc(NC(=O)COC(=O)c2cc(=O)c3ccccc3o2)cc1	0.2	-6.4	-0.3	11.6	15.7	10.8	-0.7	-1.9	38.8
CC(CC(=O)N1CCN(c2cccc(Cl)c2)CC1)S(=O)(=O)c1ccc2c(c1)NC(=O)CO2 (configuration not stated)	-3.0	-7.6	1.1	-3.9	-21.2	-2.2	6.0	9.5	-10.5
COc1cc(/C=C/CNC[C@H]2O[C@@H](n3cnc4c(=O)[nH]c(N)nc43)[C@H](O)[C@@H]2O)ccc1O	-1.5	-27.2	/	-3.7	3.1	6.2	1.8	-10.8	/
COC(=O)Cn1nc(-c2ccc(C)c(S(=O)(=O)N(C)C)c2)c2ccccc2c1=O	4.0	-0.8	0.0	2.3	6.5	18.2	1.4	2.9	14.1

Carrying on.
SMILES | CHRM5 agonist | M4 antag | CRFBP-R2 agonist | CHRM5 PAM | CHRM1 PAM | CHRM4 PAM | CHRM4 agonist | CHRM5 antagonist | CRFBP-R2 block
Cc1cccc(NC(=S)Nc2ccccn2)c1 | -2.0 | 0.5 | -1.1 | 2.1 | 18.9 | 0.3 | -0.5 | 7.6 | -1.0
Cc1ccc(C)c(NC(=O)CN(C)C(=O)c2ccc(Cl)nc2)c1 | -1.0 | -14.3 | 4.6 | 1.8 | 7.0 | 1.3 | 2.0 | 3.7 | 11.6
CN1C[C@@H]2[C@@H]3C(=O)N(Cc4ccccc4)C(=O)[C@@H]3[C@](Cc3ccccc3)(C1=O)N2C(=O)c1ccccc1 | -3.5 | 1.8 | -2.1 | 1.9 | -2.9 | 1.5 | 0.2 | 14.3 | 1.3
C=C[C@@H]1c2c(F)cccc2N(S(=O)(=O)c2ccc(C)cc2)[C@H](c2ccc(C(=O)OC)cc2)C1(C#N)C#N | -1.2 | 0.1 | 1.8 | 0.3 | 8.9 | 1.1 | 1.6 | 5.0 | -6.2
CCOCCCNC(=O)C1(O)c2cc(Br)ccc2NC(=O)N1c1ccc(C)c(C)c1 (configuration not stated) | -2.7 | -3.4 | -0.6 | -4.1 | 1.7 | 1.3 | 3.4 | 9.1 | 1.7
CC(CNC(=O)CN1C(=O)NC2(CCOc3ccccc32)C1=O)c1ccccc1 (configuration not stated) | 1.7 | 5.0 | -0.8 | -15.2 | 1.0 | -1.7 | 1.9 | 3.1 | -11.8
COc1cc(C2C(C(=O)c3ccc(C)o3)=C(O)C(=O)N2CCc2ccccc2)ccc1O (configuration not stated) | -1.3 | -2.0 | -1.3 | -2.9 | 7.4 | 4.1 | -0.1 | 4.5 | 18.9
Cc1c(Cl)cccc1NC(=O)C1CCCN(S(C)(=O)=O)C1 (configuration not stated) | 0.3 | -1.6 | -1.6 | 1.1 | 0.9 | 1.5 | 3.6 | -2.1 | 10.9
O=C(NCc1ccccc1F)C1CCN(S(=O)(=O)c2ccccc2)CC1 | 0.0 | -9.9 | -1.0 | -0.6 | 8.0 | 3.1 | 1.5 | 7.0 | 5.5
O=C(CN1CCN(CN2C(=O)NC3(CCCCCC3)C2=O)CC1)Nc1ccc(F)cc1 | -1.8 | -11.1 | -0.2 | -1.1 | 8.0 | 6.9 | 0.8 | 5.8 | 3.9
Clc1ccc(CCNc2ncnc3c2nnn3Cc2ccccc2)cc1 | 0.7 | 4.5 | 1.8 | 5.8 | 15.5 | 4.5 | -0.7 | -0.9 | 19.1
Cc1noc(C)c1S(=O)(=O)N(CC(=O)NCc1ccc2c(c1)OCO2)c1ccc(C(C)C)cc1 | -1.1 | -6.2 | 0.7 | 6.5 | 8.8 | 2.7 | 2.3 | -9.6 | -14.6
Cc1ccc(-c2ccc(/C=N\n3cnnc3)o2)c(Br)c1 | -6.4 | -2.9 | -0.4 | 2.5 | 5.8 | 1.2 | -0.5 | 7.7 | 0.8
CC(=O)c1cc(C(=O)Nc2ccccc2C(=O)O)oc1C | -2.9 | -2.3 | 0.7 | 0.4 | 11.2 | 31.6* | 0.3 | -19.5 | 18.2
N#C/C(=C\c1cccc([N+](=O)[O-])c1)C(=O)NCc1cccnc1 | -1.9 | -1.6 | -1.2 | -5.2 | -0.2 | 3.1 | 0.6 | 5.5 | -30.1
Cc1ccccc1-c1nc2c(s1)CCc1onc(-c3ccc(Cl)cc3)c1-2 | 0.9 | 4.2 | 0.4 | 1.3 | 2.7 | -0.9 | 1.0 | 12.1 | 5.3
CC1CC(O)(Cc2ccccc2)C(C)CN1C (configuration not stated) | -2.0 | 11.7 | 0.6 | 2.3 | 2.1 | 0.4 | 0.6 | 5.6 | -15.6
COc1ccc(CCNC(=O)c2c[nH]c3ccccc3c2=O)cc1OC | 4.0 | -17.8 | -2.2 | -7.6 | -2.1 | -4.5 | 8.2 | 5.2 | -1.2
CCOc1ccc(-n2c(=O)c3ccccc3c3ccccc3c2=O)cc1 | 1.8 | -10.7 | 0.2 | 7.2 | 2.6 | -1.8 | 0.6 | -1.2 | 9.0
COc1ccc2c(CN3CCN(c4ccc(Cl)c(Cl)c4)CC3)cc(=O)oc2c1 | 0.9 | 15.8 | / | -0.9 | -6.7 | -6.3 | 1.1 | 0.8 | /
CC(=O)c1cccc(N=Nc2c(C)[nH]c3ccccc23)c1 | -3.6 | -3.1 | 10.7 | -2.7 | -10.6 | 1.1 | 2.1 | 2.3 | -44.5
Cc1ccc(C(=O)NC(=S)Nc2ccc(CN3CCCCC3)cc2)c(C)c1 | -10.9 | 4.7 | -1.2 | -18.8 | -33.4 | -13.9 | 2.7 | 10.2 | -65.4
O=C(Nc1ccccc1)NC1(C(=O)NCCCN2CCOCC2)CCCCC1 | -1.5 | -4.8 | 1.5 | 4.1 | 7.3 | 1.1 | 0.7 | -8.9 | -12.1
O=c1[nH]snc1-c1c(Cl)cccc1Cl | 1.6 | -12.0 | 1.6 | 6.4 | -1.0 | 6.1 | 0.3 | -0.8 | 11.7
NNC(=O)COc1cccc2cccnc12 | -11.2 | 6.7 | 0.9 | -20.1 | -2.9 | -8.2 | 2.0 | 3.8 | -0.8
CN(CC(=O)Nc1cccc(F)c1)C(=O)c1ccc(C(=O)c2ccccc2)cc1 | 7.2 | 0.5 | 1.7 | -9.0 | -8.9 | -7.6 | 17.7 | 7.4 | -13.6
CSCCC(=O)N(C)CC1CCCN(CCc2cccc(C(F)(F)F)c2)C1 (configuration not stated) | -20.5 | 25.6 | -0.9 | -3.2 | -22.6 | -15.4 | -0.2 | 10.5 | 5.8
O=C1NC[C@@H](CCCCN2C[C@H](Cc3ccc(O)cc3)N(Cc3ccccc3)C(=O)C2=O)N(CCc2ccc(O)cc2)C1=O | 0.0 | 3.6 | / | -1.9 | / | 0.5 | 2.0 | 10.4 | /
